Assay outcomes as filed in PubChem BioAssay.
SSB-PriA inh – inhibitors of Klebsiella pneumoniae PriA binding to SSB C-terminal tail; AlphaScreen SSBct-PriA binding, biotinylated peptide; hit rate 0.6% among 430,000; inhibition, % at 33 µM; in the data active = inhibition mostly above about 37%, no sharp cut-off; inactive = mostly below about 20%;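 note: plate controls were negative control peptide for no effect and reference peptide for full effect; strong numbers were not always called active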
BoNT-A LC inh2 – inhibitors of Botulinum neurotoxin A light chain protease; multiplex microsphere protease substrate cleavage, flow cytometry; inhibition, % at 10 µM; hit rate 0.17% among 360,000; AID 588499; note: plate controls were buffer without enzyme for full effect and enzyme alone for no effect
CCHF vOTU inh – blocks the CCHF virus ovarian tumor domain protease; CCHFV vOTU protease, Pep-AMC fluorescence; inhibition, % at 11.5 µM; hit rate 0.55% among 370,000; in the data active = inhibition above about 30%; note: 0% = vehicle wells with enzyme and 100% = no enzyme wells
3CLpro inhibitor – SARS-CoV 3CLpro protease inhibition | P0C6X7 | recombinant SARS-CoV 3CLpro, quenched FRET peptide cleavage | inhibition, % at 6 µM | hit rate 0.14% among 290,000; in the data active = inhibition above about 12%
BoNT-F LC inh – BoNT F light chain protease inhibition; inhibition, % at 10 µM; Multiplex microsphere protease cleavage assay, flow cytometry; AID 588497; hit rate 0.22% among 360,000; in the data active = inhibition above about 35%, passing the limit was not always enough; inconclusive = no clear call, values can overlap the other calls; note: plate controls were buffer without enzyme for full effect and enzyme alone for no effect
Rv3671c inh – inhibits the M. tuberculosis serine protease Rv3671c | hit rate 0.048% among 320,000 | AID 2606 | inhibition, % at 5.96 µM; in the data active = inhibition above about 38%;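 note: extracellular domain of Rv3671c used as enzyme; 0% = enzyme with DMSO and 100% = no enzyme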
Anthrax LF prot – inhibitors of Bacillus anthracis lethal factor protease; P15917; multiplex microsphere protease cleavage assay, LF; inhibition, % at 10 µM; hit rate 0.12% among 360,000; note: plate controls were buffer without enzyme for full effect and enzyme alone for no effect
Target sequence (P15917 whole entry, looked up): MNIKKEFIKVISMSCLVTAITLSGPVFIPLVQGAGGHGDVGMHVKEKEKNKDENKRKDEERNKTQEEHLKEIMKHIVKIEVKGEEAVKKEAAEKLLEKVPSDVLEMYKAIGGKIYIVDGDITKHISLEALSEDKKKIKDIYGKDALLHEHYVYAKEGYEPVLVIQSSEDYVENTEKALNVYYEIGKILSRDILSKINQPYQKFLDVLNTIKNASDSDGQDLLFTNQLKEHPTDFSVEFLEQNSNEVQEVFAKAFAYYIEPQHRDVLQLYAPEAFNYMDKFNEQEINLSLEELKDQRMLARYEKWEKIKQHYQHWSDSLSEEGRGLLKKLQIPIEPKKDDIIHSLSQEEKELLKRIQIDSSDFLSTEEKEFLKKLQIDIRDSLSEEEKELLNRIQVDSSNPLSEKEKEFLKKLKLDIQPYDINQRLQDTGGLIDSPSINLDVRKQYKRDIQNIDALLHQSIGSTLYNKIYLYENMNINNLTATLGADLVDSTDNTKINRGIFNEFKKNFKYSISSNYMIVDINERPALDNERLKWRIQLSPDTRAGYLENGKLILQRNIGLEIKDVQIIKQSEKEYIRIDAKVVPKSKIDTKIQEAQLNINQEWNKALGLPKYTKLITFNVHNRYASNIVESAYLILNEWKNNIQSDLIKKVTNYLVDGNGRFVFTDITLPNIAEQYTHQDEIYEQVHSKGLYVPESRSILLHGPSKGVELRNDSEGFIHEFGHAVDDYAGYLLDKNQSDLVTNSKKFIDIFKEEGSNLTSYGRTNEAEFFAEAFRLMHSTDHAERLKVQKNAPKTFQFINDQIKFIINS
PrPC surface inh – cell surface PrPC inhibition, primary TR-FRET screen; P04156; TR-FRET read-out; inhibition, % at 13.8 µM; hit rate 0.43% among 370,000; AID 720596; in the data active = inhibition above about 24%; note: 0% = median of the test wells and 100% = reference compound wells
VHR inh abs – inhibitors of human VHR1 phosphatase (DUSP3); AID 1654; inhibition, % at 13.3 µM; recombinant VHR phosphatase, pNPP absorbance; hit rate 0.52% among 290,000; in the data active = inhibition above about 50%; note: some compounds called inactive have numbers as strong as hits
MazEF act – increases E. coli MazEF RNase cleavage of RNA. P0AE70. hit rate 0.32% among 350,000. FAM/BHQ RNA-DNA oligo cleavage fluorescence, 5 h. AID 504720. activation, % at 20 µM; in the data active = activation above about 50%
Target sequence (P0AE70 whole entry, looked up): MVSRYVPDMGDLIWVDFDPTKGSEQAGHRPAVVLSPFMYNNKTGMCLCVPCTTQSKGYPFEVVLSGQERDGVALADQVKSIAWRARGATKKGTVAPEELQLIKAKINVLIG
Numbers without * were called inactive; ? = inconclusive; / = not tested or not shown; & = joins results of further samples. Cut-off read from the data, not from the text of the source, unless noted: active = inhibition above about 30%; inconclusive = no clear call, values can overlap the other calls; inactive = below that.

Preview (5 entries):
Values in the order – CCHF vOTU inh	PrPC surface inh	SSB-PriA inh	BoNT-F LC inh	VHR inh abs	BoNT-A LC inh2	3CLpro inhibitor	Rv3671c inh	Anthrax LF prot	MazEF act
O=C(N/N=C\c1cccnc1)c1ccccc1O
 : -1	2	/	12	20	-1.1	3	5	-2	7
Cc1cccc(NC(=O)c2ccc(COc3cccc4ccccc34)o2)n1
 : -8	-1	-7	-8	-12	-0.1	4	-17	-1	0
COCCc1ccc(OC2(C)CCN(Cc3ccc(OC)c4ccccc34)C2)cc1 (centres undefined)
 : 14	-3	/	-8	/	-0.5	/	/	-2	/
COc1cc(/C=C(\C#N)C(=O)Nc2ccc3ccccc3c2)c([N+](=O)[O-])cc1OC
 : -10	6	-4	-13	2	-0.7	1	-8	-2	4
CCOC(=O)c1c(NC(=O)CSc2ncn[nH]2)sc(C(C)=O)c1C
 : -5	6	3	-11	-2	-3.3	-6	4	0	1

The list itself, previewed entries included:
Values in the order – CCHF vOTU inh	PrPC surface inh	SSB-PriA inh	BoNT-F LC inh	VHR inh abs	BoNT-A LC inh2	3CLpro inhibitor	Rv3671c inh	Anthrax LF prot	MazEF act
O=C(N/N=C\c1cccnc1)c1ccccc1O
 : -1	2	/	12	20	-1.1	3	5	-2	7
Cc1cccc(NC(=O)c2ccc(COc3cccc4ccccc34)o2)n1
 : -8	-1	-7	-8	-12	-0.1	4	-17	-1	0
COCCc1ccc(OC2(C)CCN(Cc3ccc(OC)c4ccccc34)C2)cc1 (centres undefined)
 : 14	-3	/	-8	/	-0.5	/	/	-2	/
COc1cc(/C=C(\C#N)C(=O)Nc2ccc3ccccc3c2)c([N+](=O)[O-])cc1OC
 : -10	6	-4	-13	2	-0.7	1	-8	-2	4
CCOC(=O)c1c(NC(=O)CSc2ncn[nH]2)sc(C(C)=O)c1C
 : -5	6	3	-11	-2	-3.3	-6	4	0	1
COc1cccc(OC)c1C(=O)Nc1ccccc1NC(=O)c1c(OC)cccc1OC
 : -14	-2	11	16	30	-2.8	5	-2	13	4
CCOC(=O)CSc1nnc(CSc2nc(C)cc(C)n2)n1Cc1ccco1
 : -14	6	-7	2	28	-0.3	-2	-4	-2	74*
O=C(Cn1c(=O)sc2ccccc21)NCCOc1ccccc1F
 : -4	1	-4	4	8	0.7	3	-6	1	7
COc1ccc(C)cc1NC(=O)C1CCN(S(=O)(=O)c2cccc3nonc23)CC1
 : 10	-17	5	-9	20	-0.6	-6	-7	-3	2
CC(Sc1ccccc1)C(=O)Nc1ccc(N2CCOCC2)cc1 (centres undefined)
 : 3	0	-5	-18	-5	0.4	0	4	-7	0
Cc1ccc(NC(=O)c2ccc3nsnc3c2)c(Cl)c1
 : 5	-21	-3	-3	-12	-2.2	-3	-5	-1	4
CC1(C)CC(=O)C2=C(C1)OC(N)=C(C#N)C2C1CC=CCC1 (centres undefined)
 : /	/	-1	-1	13	2.8	0	-1	0	-15
CCN(CC(=O)Nc1c(F)cccc1F)C(=O)Cc1c(C)nc2ccccc2c1C
 : -12	-2	-6	-1	/	4.0	/	3	-5	-10
COc1ccccc1CC(=O)Nc1cc(C)ccn1
 : -10	-4	-1	?	35	-1.9	-2	/	-8	-6
O=C1c2ccccc2C(O)N1c1cccnc1 (centres undefined)
 : 1	-3	0	1	-12	-0.3	1	2	-1	7

Record cards (already shown).
Entry for COc1ccc(C)cc1NC(=O)C1CCN(S(=O)(=O)c2cccc3nonc23)CC1 = CCHF vOTU inh = 10; PrPC surface inh = -17; SSB-PriA inh = 5; BoNT-F LC inh = -9; VHR inh abs = 20; BoNT-A LC inh2 = -0.6; 3CLpro inhibitor = -6; Rv3671c inh = -7; Anthrax LF prot = -3; MazEF act = 2
Entry for O=C(N/N=C\c1cccnc1)c1ccccc1O = CCHF vOTU inh = -1; PrPC surface inh = 2; SSB-PriA inh = /; BoNT-F LC inh = 12; VHR inh abs = 20; BoNT-A LC inh2 = -1.1; 3CLpro inhibitor = 3; Rv3671c inh = 5; Anthrax LF prot = -2; MazEF act = 7

More compounds follow.
Values in the order – CCHF vOTU inh	PrPC surface inh	SSB-PriA inh	BoNT-F LC inh	VHR inh abs	BoNT-A LC inh2	3CLpro inhibitor	Rv3671c inh	Anthrax LF prot	MazEF act
N#CC1=C(N)N2C(=C(C#N)C1c1ccc(Br)cc1)Nc1ccccc12 (centres undefined)
 : -8	7	-2	/	18	/	2	-6	/	6
COc1ccc([C@H]2CC(=O)C=C(c3ccc(C)c([N+](=O)[O-])c3)C2)cc1
 : 0	1	-3	-3	/	0.0	/	-11	-6	0
C[n+]1nc(Nc2ccccc2)sc1-c1ccc(O)cc1
 : 10	-2	-9	1	29	0.3	3	-4	1	6
Oc1ccc(/C=N/NC(=S)NCc2ccco2)cc1
 : -4	1	/	-14	21	-0.2	-5	-7	1	-4
O=C(Cn1cnc([N+](=O)[O-])n1)N/N=C/c1ccccc1O
 : -9	-3	/	-1	25	-0.5	4	5	3	5
O=C(CCC(=O)N1CCCC1)N1CCCC1
 : -7	-1	0	2	44	0.2	-13	-7	-3	5
O=C(Nc1cccnc1)c1cc(-c2ccc(Cl)cc2Cl)on1
 : 8	7	-5	2	-15	-0.4	0	-2	-4	-13
Cn1c(NC(=O)c2ccc(Cl)cc2Cl)cc(=O)n(C)c1=O
 : -2	5	-14	-1	29	-0.3	0	0	-1	11
COc1ccc(/C=C/C(=O)O)cc1S(=O)(=O)N1CCCC1
 : 6	-9	-8	?	16	-2.2	-4	4	-6	3
CC1Oc2ccccc2N(CC(=O)N2CCCCC2)C1=O (centres undefined)
 : 5	-5	-6	3	34	2.2	2	1	1	-9
Cc1ccc(S(=O)(=O)N2CCCC(C(=O)N3CCN(C)CC3)C2)cc1 (centres undefined)
 : 7	4	3	7	6	1.0	-3	-6	2	6
COc1ccc(C)cc1NC(=O)CSc1nnc(-c2ccc(C)cc2)o1
 : 7	3	-9	-1	-8	-0.3	-5	5	2	5
CCNc1nc(NCC)n2c(SC(C)C(=O)c3ccc(C)cc3)nnc2n1 (centres undefined)
 : -12	4	-7	-2	-6	-0.5	-4	-1	-1	7
Cc1ccc(NC(=O)CNC(=O)C2CCCCC2)nc1
 : -5	-5	-6	3	/	-3.8	/	3	-1	3
CCN1CCN(CCNC(=O)c2ccc(CS(=O)c3ccc(Br)cc3)o2)CC1 (centres undefined)
 : 3	-4	-7	-6	15	-1.4	-3	3	-5	-2
C/C(CCc1ccccc1)=N\NC(=O)c1ccccc1[N+](=O)[O-]
 : -13	-12	/	-2	-4	0.2	1	0	1	1
CCN(CC)c1ccc(N2C(=O)c3ccccc3C2=O)cc1
 : 8	-10	1	-4	7	-0.2	-1	-1	1	0
COC(=O)c1cccc(N(C(=O)c2cnccn2)C(C(=O)NCc2ccccc2)c2ccco2)c1 (centres undefined)
 : 8	-7	-18	-6	21	-1.6	1	-5	2	5
COc1ccc(N2CCN(C(=O)COC(=O)c3cccc(S(=O)(=O)Nc4cccc(C)c4)c3)CC2)cc1
 : 28	-3	16	?	/	3.3	/	10	-8	-2
CC(C)N(C(=O)COC(=O)c1ccccc1C(=O)c1ccc(Cl)c([N+](=O)[O-])c1)C(C)C
 : -1	-17	5	5	9	0.8	1	-4	0	3
O=c1oc(C2(O)CCCCC2)cc2ccc(Br)cc12
 : -1	-4	1	-6	/	-0.8	/	14	-7	4
O=C(CNC(=O)c1ccc(OC(F)F)cc1)Nc1cccc(S(=O)(=O)N2CCCC2)c1
 : -5	-2	0	-8	/	-5.4	/	-6	7	-7
Nc1c2c(nc3ccccc13)CSCC2
 : -3	10	-7	-12	/	-0.6	/	0	-1	8
Nc1ccc(O)c(-c2nc3ccccc3s2)c1
 : 8	-8	8&-8	?	34	4.1	-6	0	-2	15
COc1cc(/C=C2\SC(=S)N(Nc3ncc(C(F)(F)F)cc3Cl)C2=O)ccc1O
 : 9	-1	16	9	33	24	7	-60	24	-88
Cc1cc(=O)n2nc(N3CCCC3C(=O)Nc3cccc(F)c3)sc2n1 (centres undefined)
 : 3	-7	-12	2	2	-1.2	-3	4	-7	-4
CC1CCN(CCOc2ccc(C(=O)c3ccccc3)cc2)CC1
 : 8	5	-8	?	24	-8.7	3	6	-5	1
Cc1ccccc1-n1cc(CNC(=O)CC2C(=O)NCCN2C/C=C/c2ccccc2)cn1 (centres undefined)
 : -15	-8	-3	-16	13	-1.6	-1	-3	1	2
CN(c1ccccc1)S(=O)(=O)c1ccc2[nH]c(=O)oc2c1
 : 6	-6	8	6	3	1.7	-2	-2	8	-11
O=C1OC(Nc2ccccn2)c2ccccc21 (centres undefined)
 : 1	1	-28	13	36	0.9	-1	-4	-2	6
CC(=O)Nc1cc(-c2cccc(CO)c2)cn2c(-c3ccc(F)cc3)cnc12
 : -9	8	/	4	/	-0.2	/	/	-2	/
CCOc1ccc(NC(=O)CSC2=NCCN2)cc1
 : -10	-6	-2	-3	-7	0.0	5	-2	-1	4
CCOC(=O)N1CCN(c2nc(-c3ccc(OC)cc3)no2)CC1
 : -6	7	-2	-7	40	-0.8	0	2	-4	-2
CC(=O)NC12CC3CC(C1)CC(C(=O)N1CCN(S(=O)(=O)c4cccs4)CC1)(C3)C2
 : -12	4	-2	2	/	-0.8	/	1	1	10
c1ccc2c(CSc3nnc(-c4ccncc4)o3)cccc2c1
 : 5	6	-17	-1	25	-1.0	5	-7	2	6
COc1ccc(S(=O)(=O)N(C)C[C@@H]2Oc3ccc(NC(=O)Nc4c(C)noc4C)cc3C(=O)N([C@H](C)CO)C[C@@H]2C)cc1
 : 13	-6	10	-5	/	0.6	/	7	-6	4
Cc1ccc2c(c1)C(c1ccccc1)NCC(=O)N2 (centres undefined)
 : 13	2	-19&-8&-3	0	25	0.5	-5	1	-3	9
COc1ccc(C(=O)N/C(=C\c2cn(C)c3ccccc23)C(=O)NCCN2CCOCC2)cc1OC
 : 6	-4	3	9	11	-0.5	-5	-2	0	8
C=CCCC(=O)Nc1ccc(COC(=O)N2CCOCC2)cc1
 : 20	4	1	-2	-4	0.4	-3	3	-1	6
COc1ccc(Nc2nc3ccc(C)cc3n3cnnc23)cc1Cl
 : -8	4	/	-11	16	-3.7	-5	-8	-3	/
O=C(CS(=O)(=O)c1ccc(F)cc1)NCCS(=O)(=O)c1ccccc1
 : -14	-1	58*	9	-12	-0.4	-1	0	-3	1
COc1ccccc1-n1c(C)nnc1SCC(=O)Nc1cccc(C(C)=O)c1
 : 9	5	-15	1	20	0.1	-4	-2	-3	9
CC(=O)Nc1ccc(OC(=O)c2ccc(Br)c([N+](=O)[O-])c2)cc1
 : -4	0	1	3	11	-0.1	6	-3	-2	-8
O=C(NCCc1ccc(Cl)cc1Cl)c1ccc2nc[nH]c2c1
 : 9	11	-5	-8	18	1.5	-6	-9	-2	-1
Cc1ccc(S(=O)(=O)NCc2ccc(C(=O)N(C)CCC#N)cc2)cc1
 : 11	0	-21	3	24	0.4	-3	3	1	2
CCc1ccc(-n2c(C)nc3cc(C(=O)NCc4cccnc4)ccc32)cc1
 : -2	9	-14	-3	26	0.5	-4	-11	-2	-2
Cc1ccc2nc(NC(=O)C3CCN(S(=O)(=O)c4ccc5c(c4)oc(=O)n5C)CC3)sc2c1
 : -3	3	-8	-10	46	-1.7	7	3	-8	-13

Only part of the results is shown (hit frequency here may not be typical).
